DT40 TDP1 no CPT: qHTS for Inhibitors of human tyrosyl-DNA phosphodiesterase 1 (TDP1): qHTS in cells in absence of CPT; DT40 Tdp1-/- hTDP1 cells, no CPT, ATP luminescence, 48 h; Potency, µM (doses to about 46.2 µM), without a hit: top-dose activity change, negative = growth inhibition, most hits filed as inhibitors; hit rate 15% among 420,000; AID 686978, 2013; note: nearly all actives have a fitted effect of over 55% in size
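Seeded 400 DT40-hTDP1 cells/well (vehicle DMSO, no 20 nM CPT); pinned compounds; ≥48 hr at 37 °C; CellTiter-Glo luminescence as viability measure.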
KAT2A inh: qHTS Assay for Inhibitors of GCN5L2. Histone acetyltransferase KAT2A (Homo sapiens), Q92830. GCN5L2 HAT assay, ThioGlo1 CoA-SH fluorescence. Potency, µM (top dose mostly 58.9 µM), inactives show at the highest dose activity change, negative = inhibition, most hits filed as inhibitors. hit rate 0.21% among 390,000. AID 504327, 2011
Target sequence (Q92830 whole entry, looked up): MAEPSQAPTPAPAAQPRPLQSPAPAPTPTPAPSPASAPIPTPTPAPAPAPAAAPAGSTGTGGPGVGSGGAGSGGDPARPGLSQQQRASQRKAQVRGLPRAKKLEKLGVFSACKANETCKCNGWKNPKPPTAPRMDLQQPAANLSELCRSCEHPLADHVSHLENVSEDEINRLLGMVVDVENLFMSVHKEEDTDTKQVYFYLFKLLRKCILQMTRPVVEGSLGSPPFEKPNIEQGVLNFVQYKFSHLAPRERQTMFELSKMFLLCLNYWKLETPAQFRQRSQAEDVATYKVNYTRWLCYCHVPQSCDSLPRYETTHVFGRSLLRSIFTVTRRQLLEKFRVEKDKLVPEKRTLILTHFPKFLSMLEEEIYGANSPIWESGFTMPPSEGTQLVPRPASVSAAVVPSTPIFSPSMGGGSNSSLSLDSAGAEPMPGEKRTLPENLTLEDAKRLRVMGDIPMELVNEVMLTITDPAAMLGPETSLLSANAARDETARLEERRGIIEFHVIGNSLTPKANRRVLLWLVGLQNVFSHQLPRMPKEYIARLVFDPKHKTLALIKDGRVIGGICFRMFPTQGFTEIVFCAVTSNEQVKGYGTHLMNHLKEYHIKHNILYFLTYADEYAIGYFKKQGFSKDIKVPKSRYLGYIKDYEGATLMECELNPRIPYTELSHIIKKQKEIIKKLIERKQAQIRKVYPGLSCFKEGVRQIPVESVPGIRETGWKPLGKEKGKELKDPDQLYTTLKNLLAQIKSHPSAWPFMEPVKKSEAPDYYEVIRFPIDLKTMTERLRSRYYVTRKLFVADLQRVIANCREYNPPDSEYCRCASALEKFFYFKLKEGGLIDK
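Fluorescence readout, Ex340nm/Em540nm: ThioGlo1 (50uM final) reacts with free CoA thiol released as 20nM GCN5L2 acetylates H3(1-25) peptide (75uM) using acetyl-CoA (70uM). Compound and enzyme sat 15 min beforehand; 20 min room-temperature reaction.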
DT40 TDP1 CPT: qHTS for Inhibitors of human tyrosyl-DNA phosphodiesterase 1 (TDP1): qHTS in cells in presence of CPT; AID 686979, 2013; Potency, µM (highest dose often 46.2 µM), for the others: at the highest dose activity change, negative = growth inhibition, actives largely listed as inhibitors; hit rate 12% among 420,000; chicken DT40 Tdp1-/-;hTDP1 cells + 20 nM CPT, ATP luminescence, 48 h; note: nearly all actives have a fitted effect of over 55% in size
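Chicken DT40 Tdp1-/- cells complemented with human TDP1, 400 cells/well, exposed to compounds plus 20 nM camptothecin for at least 48 h at 37 C; viability read as ATP content by CellTiter-Glo luminescence.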
The depositor's hits bear a star; u = inconclusive; x = not tested or not shown; & = joins results of further samples; [ ] = dose if it differs, or a comment. Calls come from the whole dose curve; as a rule, active = well fitted curve in the direction sought with a large enough effect; inconclusive = small, poorly fitted or top-dose-only effect, or another doubt; inactive = no such curve, though single readings can be large; an effect the other way counts as inactive or inconclusive. % is set by controls: 0 for no effect and ±100 for the full control effect; potency is the fitted concentration of half-maximal effect.

SMILES | DT40 TDP1 no CPT | KAT2A inh | DT40 TDP1 CPT
CC(=O)N(C)c1ccc(NC(=O)Nc2cccc3ccccc23)cc1 | 6% | -6% | 2%
COc1cccc(Nc2ncc3ncc(=O)n(C[C@H]4CCCO4)c3n2)c1 | u | -17% | u
Cc1ccc(CN2CCNC(=O)C2CC(=O)O)cc1 (centres undefined) | -11% | -10% | 1%
Cc1cccc(NS(=O)(=O)c2coc(C(N)=O)c2)c1C | -1% | -14% | 32%[activator]
CC(NS(=O)(=O)c1ccccc1[N+](=O)[O-])c1ccccn1 (centres undefined) | u | x | 2%
COc1cccc(N2CCN(C(=O)c3ccc(Cl)c(S(=O)(=O)N4CCCCCC4)c3)CC2)c1 | -19% | x | -8%
N/C(CS(=O)(=O)c1ccccn1)=N\OC(=O)c1ccccc1Cl | -6% | -4% | 7%
CSc1nnc(CNS(=O)(=O)c2ccc(F)cc2)n1C | 11% | 0% | -4%
O=c1[nH]c(Nc2ccccc2)cc2cc(Br)ccc12 | 18µM* | x | u
O=c1ccc(-c2nc3cc(Cl)ccc3n2Cc2ccccc2)c[nH]1 | 0% | -2% | -11%
COC(=O)CNC(=O)C1Nc2ccc(OC(F)(F)F)cc2C2C=CCC12 (centres undefined) | u | x | u
Cc1cccc(OCC(=O)N2CCC(N3CCCCCC3)CC2)c1 | 12% | -1% | -16%
COC(=O)[C@@]1(Cc2ccc(OC)cc2)[C@H]2c3cc(C(=O)N(C)C)n(CCSCCO)c3C[C@H]2CN1C(=O)c1ccccc1 | -21% | -7% | -16%
COc1ccc(CNC(=O)C2=C(C)C(=O)OC23CCCCC3)cc1OC | u | -4% | -15%
CCOC(=O)c1c(NCc2ccccc2)n[nH]c1C | -2% | -7% | 0%
Cc1ccc(S(=O)(=O)N2CCN(c3ccccc3)CC2)cc1 | 8% | -12% | 16%
CC(=O)N(C)c1ccc(NC(=O)C(c2ccccc2)c2ccccc2)cc1 | -13% | x | 8%
CC(C)c1cccc(-c2csc(C(C)(O)c3cccc(F)c3)n2)c1 (centres undefined) | u | x | 21µM*
Cc1ccc(NC(=O)c2nc3nccc(C)n3n2)c(C)c1 | 0% | -6% | -11%
CN(CCCNC(=O)C1CCCN(S(=O)(=O)c2cnc[nH]2)C1)c1ccccc1 (centres undefined) | -11% | -4% | -4%
Cn1cc(/C(Cc2ccccc2)=N\O)c2ccccc21 | 16µM* | -6% | 23µM*
CCOC(=O)c1[nH]c(C)c(C(=O)c2ccc(C)cc2)c1C | 2.1µM* | -2% | 2.3µM*
Cc1nc(CCNC(=O)Cc2ccc(F)cc2)cs1 | -6% | -7% | 7%
COc1ccc(Cl)cc1NC(=O)CN(C)C(=O)c1ccc(N2CCCCC2)c([N+](=O)[O-])c1 | 16µM* | -15% | 9.2µM*
O=C(Cc1ccc(F)cc1)NCc1cccnc1 | -1% | 2% | -29%
CC(C)CC(=O)Nc1ccc(-c2nnn(CC(=O)NCc3ccco3)n2)cc1 | -7% | -3% | -18%
COc1ccc(OCC(=O)Nc2cccc(OC)c2)cc1 | -10% | 1% | -3%
CCN(CC)CCCSc1nc2ccccc2s1 | -18% | -8% | 18%
Cc1cc(NCCCOC(C)C)n2c(nc3ccccc32)c1C#N | 26µM* | -4% | u
Cc1cc(C)n2nc(C(=O)Nc3ccc4c(c3)CCC4)nc2n1 | -22% | -17% | 6%
COc1cc(C2NC(=O)NC(C)=C2C(=O)OC2CCCC(C)C2)ccc1O (centres undefined) | -21% | -10% | u
CC(NC(=O)Oc1cccc2ccccc12)c1ccccc1 (centres undefined) | 26µM* | x | u
NC(=O)C1(N2CCCCC2)CCN(CC(=O)Nc2ccccc2-c2ccccc2)CC1 | u | -13% | -23%
CC(C)OC(=O)c1cccc(C(=O)Oc2ccccc2)n1 | 6% | 10% | 1%
CCc1cc2c(=O)n(Cc3ccco3)c(SCc3c(C)noc3C)nc2s1 | 2.9µM* | -15% | 5.8µM*
NC(=O)C1CCN(C2=C(NS(=O)(=O)c3ccccc3)C(=O)c3ccccc3C2=O)CC1 | u | -7% | -24%
COc1ccc(Br)cc1CN1CCSCC1 | u | -2% | u
CC(C(=O)N(C)CC(=O)Nc1ccccc1C(F)(F)F)N1C(=O)c2ccccc2C1=O (centres undefined) | -27% | -4% | 9%
COc1ccc(CC(=O)N/N=C/c2cccs2)cc1OC | 10% | 3% | -5%
CSCCC(NC(=O)COc1ccccc1)C(=O)OCc1ccc([N+](=O)[O-])cc1 (centres undefined) | -1% | -1% | -8%

7 records picked at random from those above, as already listed:
SMILES | DT40 TDP1 no CPT | KAT2A inh | DT40 TDP1 CPT
COc1cc(C2NC(=O)NC(C)=C2C(=O)OC2CCCC(C)C2)ccc1O (centres undefined) | -21% | -10% | u
CCN(CC)CCCSc1nc2ccccc2s1 | -18% | -8% | 18%
Cn1cc(/C(Cc2ccccc2)=N\O)c2ccccc21 | 16µM* | -6% | 23µM*
COc1ccc(CC(=O)N/N=C/c2cccs2)cc1OC | 10% | 3% | -5%
CC(NC(=O)Oc1cccc2ccccc12)c1ccccc1 (centres undefined) | 26µM* | x | u
CC(C)OC(=O)c1cccc(C(=O)Oc2ccccc2)n1 | 6% | 10% | 1%
Cc1nc(CCNC(=O)Cc2ccc(F)cc2)cs1 | -6% | -7% | 7%

Remaining list, next part
SMILES | DT40 TDP1 no CPT | KAT2A inh | DT40 TDP1 CPT
COC(=O)C1=C(C)N=C2SC(C#N)=C(N)N2C1c1ccc(OC)cc1 (centres undefined) | -30% | 40%[activator] | -21%
COc1c(O)ccc2c1CN1CCc3cc4c(cc3C1C2)OCO4 (centres undefined) | u | -9% | 15µM*
CN(C)S(=O)(=O)c1cccc(NC(=S)N(CCC#N)Cc2cccnc2)c1 | -2% | -8% | 4%
Cc1ccc([C@H]2C(C(=O)O)=C[C@@H](C(C)(C)C)N2S(=O)(=O)c2ccc(C)cc2)cc1 | -11% | 2% | 3%
O=C(OCc1ccccc1)C1=NNC2C(=O)N(c3ccc(Br)cc3)C(=O)C12 (centres undefined) | -18% | -6% | -6%
CSc1nc(C)cc(SC(C(C)=O)C(=O)Nc2ccccc2)n1 (centres undefined) | -2% | u | u
Cc1nc(NCc2cccnc2)c2c3c(sc2n1)CC(C)CC3 (centres undefined) | u | -3% | u
CCC1(c2ccccc2)NC(=S)N(c2ccc(C)cc2)N1 (centres undefined) | -7% | u | -1%
CCc1ccc(S(=O)(=O)c2nnn3c2nc(Nc2ccc(NC(C)=O)cc2)c2sccc23)cc1 | u | -5% | 23µM*
CCOc1ccc(OCCCC(=O)ON=C(N)c2ccccc2C)cc1 | -18% | -10% | -4%
O=C(/C=C/c1ccc(S(=O)(=O)N2CCOCC2)cc1)NC(=S)Nc1ccc(Cl)cc1Cl | u | -14% | u
O=C(N/N=C/c1ccc(OCCCF)cc1)c1cc(OCC(F)(F)F)ccc1OCC(F)(F)F | -13% | 0.89µM* | -29%
CC(C)C(=O)NC(=S)Nc1ccc(S(=O)(=O)Nc2ccccc2)cc1 | -29% | -2% | -18%
COc1ccc(OC)c(/C=N/NC(=O)c2cc3c(OC)cccc3[nH]2)c1 | u | u | -22%
CCn1c(CCNC(=O)c2ccc(Cl)cc2)n[nH]c1=S | -4% | -10% | -15%
CN(C)c1ccc(C=Cc2cnccn2)cc1 | u | x | -1%
Cc1cc(C)n(-c2ncnc3c2oc2ccccc23)n1 | u | -2% | u
CC(C)(C)NCC(=O)c1c[nH]c2ccccc12 | -15% | -4% | 1%
CC1(C)CN(c2ccc(Br)cc2Br)C1=O | -2% | -8% | 6%
COc1ccc(OC)c(C(=O)COC(=O)c2cc(C)oc2C)c1 | -24% | -5% | -23%
Cc1ccc(C(=O)N2CCCC(CCC(=O)NCc3ccc(F)c(F)c3)C2)cn1 (centres undefined) | -4% | -11% | -29%
CC1(C)C2CCC1(C)C(OCCNCCOC(=O)Nc1ccccc1)C2 (centres undefined) | u | -6% | u
CCCC1CC(CSc2ncn[nH]2)OC1=O (centres undefined) | 2% | 4% | 23%
COCCNC(=O)c1cc(Br)ccc1Cl | -2% | -4% | -6%
Cc1noc(C)c1S(=O)(=O)N(C)C[C@H]1OCc2cn(nn2)CCCC(=O)N([C@H](C)CO)C[C@@H]1C | 4% | x | 0%
CCCc1ccc2oc(C(=O)N3CCC[C@H]3CO)c(C)c2c1 | u | -2% | -27%
C=C(C)C1Cc2nc(N)nc(C)c2C1 (centres undefined) | -14% | -13% | -14%
CN(c1ccccc1)S(=O)(=O)c1cccc(NC(=O)Cc2ccc(Cl)cc2)c1 | 23µM* | -8% | u
O=C(N/N=C/c1c(Cl)cccc1Cl)c1cccc(F)c1 | 0% | -6% | 1%
Cc1cc(O)c(C(C)C)cc1N=Nc1ccccc1C(=O)O | u | -6% | -11%
COc1ccc(C=O)cc1OC(=O)N1CCOCC1 | 15% | 0% | 35%[activator]
CCCN1CCN(CC2=C(C(=O)OCC)C(c3cccc(OC)c3OC)NC(=O)N2)CC1 (centres undefined) | -25% | -8% | -3%
Cc1occc1-c1nnc(SCc2nc3ccccc3c(=O)n2CC#N)n1C | 1% | 2% | 0%
Nn1c(SCC(=O)Nc2ccc(F)cc2)nnc1-c1ccccn1 | -16% | 1% | -7%
CC(=O)Nc1ccc(N=Nc2c(C)[nH]n(C(N)=S)c2=O)cc1 | -13% | -10% | -16%
Cc1cc(C)cc(NC(=O)CSc2nc3c(c(=O)[nH]2)CN(Cc2ccc(F)cc2)CC3)c1 | -13%&-13% | -5%&-3% | 0%&-14%
CN(C)c1ccc(/C=C/c2ccccn2)cc1 | 4.5µM* | x | 1.4µM*
O=C1C=C(NCc2ccc(Cl)c(Cl)c2)C2(CCCCC2)O1 | 16µM* | -2% | u
Cc1cc(C)c2c(=O)[nH]c(SCC(=O)Nc3ccc(Br)cc3)nc2n1 | -37% | -4% | -24%
CCOC(=O)C1CCN(CC(O)COCc2ccc(Cl)cc2)CC1 (centres undefined) | -17% | -4% | 2%

Compounds from the list above with a cyano group (four):
SMILES | DT40 TDP1 no CPT | KAT2A inh | DT40 TDP1 CPT
Cc1cc(NCCCOC(C)C)n2c(nc3ccccc32)c1C#N | 26µM* | -4% | u
COC(=O)C1=C(C)N=C2SC(C#N)=C(N)N2C1c1ccc(OC)cc1 (centres undefined) | -30% | 40%[activator] | -21%
CN(C)S(=O)(=O)c1cccc(NC(=S)N(CCC#N)Cc2cccnc2)c1 | -2% | -8% | 4%
Cc1occc1-c1nnc(SCc2nc3ccccc3c(=O)n2CC#N)n1C | 1% | 2% | 0%

Further structures
SMILES | DT40 TDP1 no CPT | KAT2A inh | DT40 TDP1 CPT
CC(C)Cn1c(-c2cccs2)nc2nc3ccccc3nc21 | 15µM* | -1% | 16µM*
COC(Cc1nnc(SC)n1-c1ccccc1)OC | -3% | -11% | 14%
Cc1ccc(CC(=O)Nc2ccc(S(=O)(=O)Nc3nccc(C)n3)cc2)cc1 | 13% | 14% | -1%
O=C(CSc1ncc(-c2ccc(F)cc2)[nH]1)N1CCCCC1 | -18% | -1% | -21%
O=C(Cn1cc(C(F)(F)F)ccc1=O)Nc1cccc(S(=O)(=O)N2CCOCC2)c1 | -24% | -1% | 10%
CCN(CC)CCCN(Cc1cc2cc(OC)ccc2[nH]c1=O)C(=O)Nc1ccccc1 | u | -17% | u
O=C1c2ccccc2C(c2nnnn2-c2ccc3c(c2)OCCO3)N1Cc1ccc2c(c1)OCO2 (centres undefined) | 16µM* | x | 18µM*
CCCCCCn1c(=O)n2n(c1=O)[C@@H]1CN(S(=O)(=O)c3ccc(C)cc3)C[C@]1(O)[C@@H](OC(=O)NCC1CCCCC1)C2 | 16µM* | x | u
CC(=O)c1cccc(-c2ccc3c(c2)C(C)(Cc2ccccc2F)C(=O)N3)c1 (centres undefined) | 18µM* | x | 26µM*
COc1ccc(CC(=O)NCCS(=O)(=O)N2CCN(c3ccccc3)CC2)cc1 | -14% | -12% | -22%
Cc1nc(C(Cl)(Cl)Cl)nc2[nH]ccc(=O)c12 | 16µM* | 21% | u
COc1ccc(/C=N/NC(=O)c2ccc(N(C)S(=O)(=O)c3ccccc3)cc2)cc1 | 23µM* | -3% | u
COc1ccc(NC(=S)N2CCC(N(C)CCN3CCOCC3)CC2)cc1Cl | -9% | -1% | -13%
Cc1cc2c(SCc3ccccc3Cl)nc(N)nc2nc1C | u | x | -29%
COc1ccccc1N1C(=O)S/C(=C\c2cccs2)C1=O | u | -6% | -18%
Cc1ccc(S(=O)(=O)N2CCCOC2CNC(=O)C(=O)NCc2ccc3c(c2)OCO3)cc1 (centres undefined) | -2% | -2% | -4%
Nc1cc(=O)[nH]c(SCC(=O)Nc2ccc(S(=O)(=O)N3CCOCC3)cc2)n1 | 4% | -5% | 6%

Assay outcomes as filed in PubChem.
